MmCpn inh: Inhibitors of TCP-1 ring complex (TRiC) of Methanococcus maripaludis (MmCpn): qHTS; Potency, µM (series often up to 76.9 µM), inactives show at the top dose activity, negative = inhibition, actives largely listed as inhibitors; AID 504842, 2011; 0.031% of 330,000 active; purified Mm-Cpn ATPase, ADP Transcreener TR-FRET; also: potency is read from the fitted curve at half-maximal effect; % is scaled to controls: 0 for no effect and ±100 for the full control effect; nearly all actives have a fitted effect of over 80% in size
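ATPase read-out: TR-FRET ADP immunoassay (anti-ADP Eu cryptate vs ADP-d2), ex 320 nm, em 590/665 nm; signal drops as ADP forms. Enzyme 25 nM, ATP 10 uM, 30 min at 37°C after 10 min compound preincubation.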
A549 viability: Nrf2 qHTS screen for inhibitors: counterscreen for cytotoxicity | 0.16% of 390,000 active | Potency, µM (top dose mostly 46 µM), for inactives: top-dose activity change, negative = cytotoxicity, actives largely listed as inhibitors | A549 ARE-Fluc cells, CellTiter-Fluor viability, 18-24 h; also: potency is read from the fitted curve at half-maximal effect; % is scaled to controls: 0 for no effect and ±100 for the full control effect
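A549 ARE_Fluc cells in 5% FBS OPTI-MEM were exposed to compounds in concentration-response for 18-24 h at 37 deg C. Viability was read by CellTiter-Fluor fluorescence (Ex 405/Em 525) after 30 min, before the luciferase read.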
Nrf2 ARE act: qHTS of Nrf2 Activators; Potency, µM (highest dose often 46.1 µM), inactives show at the top dose activation, actives largely listed as activators; AREc32 ARE-luciferase reporter (MCF7-derived line), luminescence, 24 h; AID 624171, 2012; 0.31% of 410,000 active; also: potency is read from the fitted curve at half-maximal effect; % of control where 0% means no effect; nearly all actives have a fitted effect of over 65% in size
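ARE-driven firefly luciferase activity in AREc32 cells measured after a 24 hr compound exposure at 37 deg C, using Steady-Glo reagent and a 30 min room-temperature hold.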
Akt phos inh: HTS Assay for Inhibitors of Akt Phophorylation: Primary Screen. activity change, % for hits at 50 µM. AID 651550, 2012. Neuro2A IGF-stimulated pAkt S473 HTRF, 20 min; hits give low values. 0.32% of 360,000 active; in the data active = activity change below about -80%; inconclusive = mostly about -51% to -80%; also: % is scaled to controls: 0 for no effect and ±100 for the full control effect
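Neuro2A cells in DMEM with 0.5% FBS, overnight at 37 deg C, given compound at single 50 µM final, then IGF (6 nM final) for 20 min at 37 deg C. Lysed; phospho-Akt Ser473 by HTRF after 24 h, 665/615 ratio.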
Abeta yeast res: qHTS for compounds that reverse cellular toxicity of Amyloid beta (A-beta) peptide in yeast: Primary Screen; yeast expressing A-beta42, growth rescue, OD600, 48 h; response scale: 0% DMSO, 100% iron-clioquinol control; Potency, µM (titrated, usually from 46.1 µM), for the others: top-dose growth rescue, hits mostly activators; 0.063% of 410,000 active; also: potency is read from the fitted curve at half-maximal effect; nearly all actives have a fitted effect of over 55% in size
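Yeast growth medium received pinned compounds, then yeast cells expressing toxic A-beta were added; plates incubated at 30 C for 48 hr. Growth read as absorbance at 600 nm, normalized to DMSO and equimolar FeCl3 plus clioquinol controls.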
Nrf2 block: Nrf2 qHTS screen for inhibitors | A549 ARE-Fluc reporter, luciferase luminescence, 18-24 h | Potency, µM (doses to about 46 µM), without a hit: at the highest dose activity change, negative = inhibition, most hits filed as inhibitors | 2.1% of 360,000 active | AID 504444, 2011; also: potency is read from the fitted curve at half-maximal effect; % is scaled to controls: 0 for no effect and ±100 for the full control effect; nearly all actives have a fitted effect of over 60% in size
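Nrf2 function is reported as luminescence of an ARE-controlled luciferase in A549 cells. Compounds were tested at several concentrations, and a CellTiter-Fluor read on the same wells flagged cytotoxicity.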
HepG2 tox: qHTS for Inhibitors of TGF-b: Cytotox Counterscreen. Potency, µM (titrated, usually from 46.1 µM), inactives show at the top dose activity change, negative = cytotoxicity, hits mostly cytotoxic. AID 588856, 2011. HepG2 CAGA-GFP viability, ATP luminescence, 18 h. 0.76% of 410,000 active; also: potency is read from the fitted curve at half-maximal effect; some results filed as inactive show a strong effect at the top dose
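CellTiter-Glo luminescence gave cytotoxicity after 18 hours at 37 degrees C. The cells were HepG2 CAGA-GFP in 1% FBS DMEM, stimulated with 500 pg/mL TGF-beta after compound addition. %Activity was normalised to no-cell wells (complete cell-killing) and DMSO (no toxicity), and curves were fitted and classified.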
TGFb SMAD3 inh: qHTS for Inhibitors of TGF-b | 1.2% of 410,000 active | AID 588855, 2011 | Potency, µM (top dose mostly 46.1 µM), without a hit: top-dose activity, negative = inhibition, actives largely listed as inhibitors | HepG2 CAGA-GFP TGF-b/SMAD3 reporter, GFP fluorescence, 18 h; TGF-beta stimulated, 500 pg/mL final; also: potency is read from the fitted curve at half-maximal effect; % is scaled to controls: 0 for no effect and ±100 for the full control effect; nearly all actives have a fitted effect of over 65% in size
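Per well, imaged GFP fluorescence of HEPG2 CAGA-GFP cells gives the signal; cells get compound, then TGF-beta (500 pg/mL final), 18 h at 37 degrees C; %Activity versus -TGF-beta and +DMSO controls.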
CCT modulator: High-Throughput Screening for Modulators of Cytosolic Chaperonin Activity; purified chaperonin ATPase assay, HTRF ADP detection, 30 min; activity change, % (test concentration not listed), hits read low; 0.3% of 360,000 active; AID 651819, 2012; in the data active = activity change below about -30%; also: % is scaled to controls: 0 for no effect and ±100 for the full control effect
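We incubate TRiC, 40 or 20 nM final, with library compounds at 76 uM and 10 uM ATP for 30 min at 37 °C. ADP formed is detected with Transcreener HTRF reagents after 30 min at room temperature.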
Numbers without * were called inactive; i = inactive; ? = inconclusive; · = not tested or not shown; & = joins results of further samples; [ ] = dose if it differs, or a comment. Unless noted, calls follow the shape of the dose curve; as a rule, active = well fitted curve in the direction sought with a large enough effect; inconclusive = small, poorly fitted or top-dose-only effect, or another doubt; inactive = no such curve, though single readings can be large; an effect the other way counts as inactive or inconclusive. Hits appear at their usual frequency (roughly 4.3% active in at least one column).

SMILES | MmCpn inh | A549 viability | Nrf2 ARE act | Akt phos inh | Abeta yeast res | Nrf2 block | HepG2 tox | TGFb SMAD3 inh | CCT modulator
CCCCn1c(N)c(N(CC)C(=O)c2ccc(N(C)S(=O)(=O)c3ccc(C)cc3)cc2)c(=O)[nH]c1=O | 2% | 2% | 0.1% | i | 7% | -13% | 2% | 5% | -0.4
COc1ccc(CNC(=O)CSc2nnnn2C)cc1OC | 1% | 0% | -0.8% | i | 4% | -2% | -6% | 2% | -0.7
CCOC(=O)N1CCN(C(=O)COc2ccc(Br)cc2Cl)CC1 | 0% | -9% | -0.3% | i | 9% | ? | -7% | -9% | -4.0
COc1ccc(-n2nc(C(=O)Nc3cc(OC)c(OC)c(OC)c3)c3ccccc3c2=O)c(OC)c1 | 0% | -14% | -0.2% | i | 5% | -25% | 1% | 3% | -1.8
COc1ccc(-n2c(COc3ccc(C)cc3)nnc2SCC(=O)O)cc1 | 1% | -4% | -0.1% | i | 1% | -5% | 2% | 15% | 0.3
CCCCN(CCCNC(=O)Cn1nc(CC)n2c(cc3sc(C)cc32)c1=O)Cc1ccccc1 | 2% | -9% | -0.1% | · | -6% | ? | -6% | -19% | -2.7
C/C(=N\NC(=O)Cc1ccc(O)cc1)c1cccnc1 | 1% | 0% | -0.7% | i | 0% | 1% | 10% | 73%[activator] | 0.4
CC(=O)Nc1cccc(C)c1 | -2% | -4% | -1.1% | i | -16% | 11% | 7% | 5% | -1.1
CCOc1cc(C2C(C(=O)OC)=C(C)N=C3SCCC(=O)N32)ccc1OC(C)=O (stereo not given) | -1% | 0% | 3.0% | · | 25% | 2% | -3% | 25% | 1.0
COCCn1c(-c2ccccc2)nc2oc3cc(OC)ccc3c(=O)c2c1=O | -5% | 9% | -0.6% | i | 3% | 8% | 48% | 49%[activator] | -2.3
CCS(=O)(=O)c1ccc(N)cc1 | -4% | 0% | 0.4% | i | -17% | -5% | 2% | 17% | 0.7
C[n+]1cccc(C(=O)Nc2ccccc2)c1 | -1% | -4% | 0.2% | i | -18% | -6% | 7% | 4% | -2.5
CC(C)CNC(=O)COc1cccc(C(=O)NCc2ccccc2)c1 | 0% | 2% | -0.2% | i | -4% | -6% | -5% | 3% | 0.0
CC(C)CNC(=O)c1ccccc1NC(=O)c1ccc(CN2CCOCC2)cc1 | -2% | -5% | -0.1% | i | -6% | 1% | -16% | -20% | -1.3
O=C(Nc1cccnc1)Nc1cccc([N+](=O)[O-])c1 | 0% | 0% | 0.4% | i | -17% | -18% | 13% | -10% | 0.9
COC(=O)c1cc2c(cc1NC(=O)c1c(C)nn(-c3ccc(C)cc3)c1-n1cccc1)OCO2 | · | 1% | -0.7% | · | -3% | 5% | -19% | 1% | ·
CCNC(=O)c1cc2c(c(-c3cccc(-c4ccccc4F)c3)n1)[C@@H](CCO)N(C(=O)CC)C2 | · | · | 5.1% | i | -7% | · | · | · | 1.8
C/C(=N\NC(=O)c1cccc(S(=O)(=O)N2CCCC2)c1)c1ccccc1F | 2% | 1% | -0.5% | i | 3% | ? | 0% | -13% | 2.1
Cc1cc(C(=O)CSc2ncn[nH]2)c(C)n1-c1cccc(S(=O)(=O)N2CCOCC2)c1 | 1% | 2% | 2.1% | i | 7% | 2% | 5% | 0% | -0.1
COCCNC(=O)CCn1nc(-c2ccc(Cl)cc2)c2ccccc2c1=O | -2% | 5%&-7% | -0.1%&0.9% | i | 10%&-11% | -1%&-3% | 2%&-4% | 0%&-19% | -27
COC(=O)c1sccc1NC(=O)Nc1cc(C)cc(C)c1 | 7% | -2% | 9.7% | i | 7% | 2% | 6% | 0% | -2.4
CCOC(=O)C1CCCCN1Cc1cccc(OCc2ccccc2)c1 (stereo not given) | 0% | 1% | 0.2% | i | 27% | 0% | -1% | -22% | 1.9
O=C(c1ccccc1F)N1CCN(Cc2cccc(Cl)c2)CC1 | -2% | -4% | -0.6% | i | -8% | -3% | -5% | -23% | 2.5
Cc1ccccc1NC(=S)N1CCN(c2ccccc2Cl)CC1 | 0% | 0% | 0.1% | i | ? | ? | 2% | -1% | 1.9
CC(=O)Nc1ccc(C(=O)CN2C(=O)NC3(CCCCCC3)C2=O)c(F)c1 | -2% | 2% | 0.0% | i | 3% | 5% | 4% | 13% | -2.9

Random excerpt: 4 entries already listed, in no set order.
SMILES | MmCpn inh | A549 viability | Nrf2 ARE act | Akt phos inh | Abeta yeast res | Nrf2 block | HepG2 tox | TGFb SMAD3 inh | CCT modulator
O=C(c1ccccc1F)N1CCN(Cc2cccc(Cl)c2)CC1 | -2% | -4% | -0.6% | i | -8% | -3% | -5% | -23% | 2.5
C/C(=N\NC(=O)Cc1ccc(O)cc1)c1cccnc1 | 1% | 0% | -0.7% | i | 0% | 1% | 10% | 73%[activator] | 0.4
CCOC(=O)C1CCCCN1Cc1cccc(OCc2ccccc2)c1 (stereo not given) | 0% | 1% | 0.2% | i | 27% | 0% | -1% | -22% | 1.9
COC(=O)c1sccc1NC(=O)Nc1cc(C)cc(C)c1 | 7% | -2% | 9.7% | i | 7% | 2% | 6% | 0% | -2.4

(continued)
SMILES | MmCpn inh | A549 viability | Nrf2 ARE act | Akt phos inh | Abeta yeast res | Nrf2 block | HepG2 tox | TGFb SMAD3 inh | CCT modulator
CCOC(=O)c1oc2cc(O)c(CC)cc2c(=O)c1-c1ccc2c(c1)OCCO2 | -2% | -17% | 5.9% | i | -12% | 10% | -29% | -4% | -1.6
O=C(CN1C(=O)COc2ccc(S(=O)(=O)N3CCOCC3)cc21)N1CCN(c2ccccc2F)CC1 | · | 4% | -0.7% | · | -16% | -14% | -14% | -11% | ·
COc1ccc(-n2ncc(C(=O)NCc3ccc4c(c3)OCO4)c2C2CCN(C(=O)OC(C)(C)C)CC2)cc1 | · | -14% | -0.3% | · | 1% | 16µM* | -14% | ? | ·
CCOc1ccc(C(=O)Nc2cccc(C(=O)O)c2)cc1Cl | -4% | 5% | -2.0% | i | -22% | ? | -9% | 11% | 2.8
O=C1[C@@H]2[C@H]3CC[C@H](C3)[C@@H]2C(=O)N1O | 0% | 2% | -0.8% | i | 9% | 3% | -8% | -17% | 0.9
CCn1c(SCc2ccccc2F)nc(=O)c2c(C(=O)OC)cc(C3CC3)nc21 | · | 11% | 0.4% | · | -15% | · | -45% | -28% | ·
CC(=O)Nc1cc(-c2ccc(C(=O)N3CCOCC3)cc2)cn2c(-c3ccccc3)cnc12 | · | · | 4.8% | i | -12% | · | -23% | 9% | -1.2
CCOC(=O)N1CCC(NC(=O)c2cc(S(=O)(=O)N3CCC4(CC3)OCCO4)ccc2F)CC1 | 1% | -4% | -0.6% | i | 18% | -24% | 0% | -2% | -2.1
O=C(CCNC(=O)c1ccccc1)NNC(=O)c1ccc(F)cc1 | -1% | -17% | -0.6% | i | -12% | 7% | 26% | 26% | -7.5
CSCCC(NC(=O)COc1ccccc1)C(=O)OCc1ccc(Cl)cc1 (stereo not given) | · | 0% | 0.2% | i | -9% | -15% | 4% | 8% | 2.1
CCOC(=O)c1sc(NC(=O)c2ccco2)nc1-c1ccccc1 | -15% | 8% | 6.5% | i | -4% | 7% | 4% | -1% | -5.9
C/C=N/NC(=O)c1cc(Br)ccc1O | 1% | 2% | 5.6% | i | 6% | 4% | 7% | 1% | 0.1
COc1cccc(CNC(=O)C2CCCN(S(=O)(=O)c3cnc[nH]3)C2)c1 (stereo not given) | 0% | 5% | 0.2% | i | -12% | -3% | 3% | 5% | -2.8
CC1(NC(=O)Nc2cccc(Br)c2)CCS(=O)(=O)C1 (stereo not given) | 1% | 0% | 0.0% | i | 6% | -1% | -7% | 8% | -2.0
Cc1ccc(S(=O)(=O)NCC(=O)N2CCCC2)cc1 | 0% | 5% | -0.1% | i | -6% | 3% | -11% | ? | -0.6
COc1ccc(/C=N/NC(=O)c2cccc(O)c2)cc1Cn1nc(C)c([N+](=O)[O-])c1C | 0% | -3% | -0.2% | i | 3% | 1% | -19% | -23% | -4.9
COc1cccc(-c2nc(CS(=O)(=O)CC(=O)NC3CCCC3)c(C)o2)c1 | -1% | -12% | -2.1% | i | 6% | 21µM* | -10% | -21% | -3.0
CC(C)CC(OC(=O)c1nsc(Cl)c1Cl)C(=O)NCC1CCCO1 (stereo not given) | 0% | 0% | 3.0% | i | 2% | -3% | 0% | 0% | 0.1
O=C(Nc1ccon1)c1sc2cc(F)ccc2c1Cl | -9% | -2% | 12% | i | 27% | · | 10% | -1% | -25
O=c1ccc(-c2ccc(S(=O)(=O)N3CCN(c4cccc(Cl)c4)CC3)o2)n[nH]1 | -1% | 5% | -0.2% | i | 11% | -3% | -1% | -7% | -0.8
COc1ccc(S(=O)(=O)NCCc2nnc3ccc(SCC(=O)Nc4nc(C)cs4)nn23)cc1 | 1% | 0% | 0.5% | i | 15% | 3% | 1% | -3% | -3.0
NC(=S)N/N=C/c1coc2c(ccc3ccccc32)c1=O | 3% | -2% | 4.4% | i | -26% | 18% | 6% | 2% | -0.3
CC(C)CC(C(=O)NCCc1ccccc1)N1Cc2ccccc2C1=O (stereo not given) | · | -1% | 6.4% | · | -9% | 5% | -17% | ? | ·
NC1=C(c2ccccc2)C(=O)NC1=O | -1% | -7% | 0.4% | i | -20% | -29% | 9% | -1% | -2.5
CN(/C=C/C(=O)C(F)(F)F)Cc1ccccc1 | -6% | 4% | 0.5% | i | -15% | 16% | 6% | -8% | 2.1
